Screening data deposited in PubChem BioAssay by several laboratories.
TNAP activators: human TNAP enzyme activators, primary screen, biochemical, luminescent, no phosphate acceptor, uHTS (AID 1001); Alkaline phosphatase, tissue-nonspecific isozyme (Homo sapiens); 200,000 tested, 0.03% active; activation fold at 20 µM; hits with a dose series show EC50 in µM; purified TNAP, luminescent activation assay, no phosphate acceptor; higher activation fold means a stronger effect; in the data active means activation fold from about 3, or a potency from the dose series; inactive means the rest, 99 in 100 with activation fold below about 1.6; further: many of its hits are not listed in these tables
Autophagy HCS: autophagy modulators in MEF cells, primary screen, imaging, high-content, MEF GFP-LC3; MEF GFP-LC3 puncta imaging; test concentration mostly 10 µM; calls only at 10 µM (by protocol); 190,000 tested, 0.98% active; AID 463193, 2010;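 active means percentage of spot-positive cells more than 3 SD above its plate mean, without a fluorescence outlier flag or 80% toxicity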;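 further: spot-positive cell cutoff set from DMSO-treated cells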
Lipid droplet: inhibitors of hepatocyte lipid droplet formation, primary screen, imaging, high-throughput imaging, BODIPY stain; AID 1656, 2009; inhibition, % at 6.5 µM; AML12 mouse hepatocytes, oleate lipid droplets; 240,000 tested, 0.4% active;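 active means lipid droplet intensity inhibited by at least 50%, with more than 500 cells counted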
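Assay system: AML12 mouse liver cells | Compound: 6.5 µM single-point dosing | Schedule: Overnight exposure | Technique: Fluorescence imaging, 20x objective, two fields per well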
MT stabilize HCS: microtubule stabilizers in HeLa cells, primary screen, imaging, high-content imaging | HeLa tubulin immunostaining HCS, 24 h; share of cells brighter than vehicle mean+2SD | % tubulin-high responders, % at 10 µM | 200,000 tested, 0.83% active;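 active means plate Z-score above 3 for both tubulin-high and condensed-nucleus cell shares, with cell loss under 80%, at 10 µM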;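 further: anti alpha tubulin signal scored within the nucleus-defined area of each cell; some results filed as inactive read as strong as hits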
PMI inhibitors: inhibitors of human PMI, primary screen, biochemical, fluorescence intensity, coupled assay (AID 1209) | purified PMI enzyme, coupled fluorescence intensity; higher % means a stronger effect | 190,000 tested, 0.42% active | Mannose-6-phosphate isomerase (Homo sapiens) | inhibition, % at 20 µM; hits with a dose series show IC50 in µM;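 further: plate controls were DMSO vehicle for no effect and wells lacking substrate for full effect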
T cell HTS: modulators of CD8 T cell-vesicle binding, primary screen, mouse 2C CD8+ T cells, flow cytometry; AID 2052, 2009; calls only at 7 µM; 330,000 tested, 0.068% active; 2C CD8+ T cell-vesicle binding; active compounds read low;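 active means response, share of CD8 T cells binding vesicles, and their 90th percentile fluorescence all below set limits, cut at about 80% in these data, passing the limit was not always enough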
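Material: 2C TCR transgenic mouse naive CD8+ T cells, MACS-purified. Also added: QL9-charged Drosophila Ld/ICAM-1/B7-1 vesicles. Timing: binding 1.5 h at 37 °C. Measured by: high-throughput flow cytometry with anti-B7-1 and anti-CD8 staining. Read-out: percent CD8+ FL2 mean versus row control. Controls: Unloaded micro-vesicles (low), QL9 vesicles with 0.7% DMSO (high).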
bCat nuc transl: modulators of beta-catenin nuclear translocation, primary screen, imaging, HeLa cells, immunofluorescence, high-content. 190,000 tested, 0.3% active. nuclear translocation activity, % at 5 µM;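 active means nuclear translocation activity above 50% at 5 µM, with a well cell count of 50 or more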;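 further: per-cell ratio of nuclear to cytoplasmic median beta-catenin stain intensity; plate controls were DMSO negative control for no effect and GSK-3 inhibitor IX positive control for full effect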
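Signal – beta-catenin immunofluorescence imaging with DAPI · Test system – human HeLa cell line · Dosing – 5 µM primary single dose, 0.1% DMSO, 0.02–20 µM confirmation series · Measure – % activation, nuclear-to-cytoplasmic median beta-catenin signal ratio per cell · Incubation – 24 h compound exposure at 37°C, 5% CO2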
Insulin prom up: insulin promoter activators in MIN6 cells, imaging, high-content screening, mouse beta cells. 190,000 tested, 0.3% active. MIN6 insulin promoter-GFP reporter; active compounds read high. AID 1625, 2009. z-score at 5 µM;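 active means z-score above 3 at 5 µM with at least 500 cells counted in the well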
human PMI inhibitors: human PMI inhibitors, high substrate, primary screen, biochemical, fluorescence intensity, high mannose 6-phosphate (AID 1220). Mannose-6-phosphate isomerase (Homo sapiens). recombinant PMI enzyme, coupled fluorescence intensity; higher % means a stronger effect. inhibition, % at 20 µM; hits with a dose series show IC50 in µM. 190,000 tested, 0.66% active
Insulin prom up cell count: further read-out of Insulin prom up, marked with its call; cell count; measured here: cytotoxicity, nuclei count;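 total cells summed across four imaged fields per well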
Lipid droplet cells 6.5 µM: further read-out of Lipid droplet, marked with its call; cell count; measured here: cell count, cytotoxicity flag;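 cells counted across two imaged fields per well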
bCat nuc transl cell count 5 µM: recorded beside bCat nuc transl, whose call it bears; cell count; measured here: cell count, cytotoxicity flag
T cell HTS vesicle-bound %: further read-out of T cell HTS, marked with its call; double positive events, %; measured here: CD8+ vesicle-bound cell fraction;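 binding gate set so that unloaded-vesicle control wells show 10% double positive cells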
MT stabilize HCS Hoechst-high %: recorded beside MT stabilize HCS, whose call it bears; % Hoechst-high responders; measured here: nuclear condensation Hoechst responders;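 share of cells brighter than vehicle mean plus two SD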
MT stabilize HCS cytotoxicity %: further read-out of MT stabilize HCS, marked with its call; toxicity, %; measured here: cytotoxicity by cell density;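 0% = mean cell density of plate MIN control wells and 100% = no cells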
Autophagy HCS cell loss 18 h: second read-out of Autophagy HCS, no call of its own (marks repeat the call); toxicity, %; measured here: cell loss, nuclei count;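 cell loss after 18 h compound exposure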
Starred values were filed as active, the others as inactive; i = inactive; . = no result given; + = active, no number. Unless noted, no stated cut-off is given here; in the data, active means inhibition above about 50%; inactive means the rest.

SMILES	TNAP activators	Autophagy HCS	Autophagy HCS cell loss 18 h	Lipid droplet	Lipid droplet cells 6.5 µM	MT stabilize HCS	MT stabilize HCS Hoechst-high %	MT stabilize HCS cytotoxicity %	PMI inhibitors	T cell HTS	T cell HTS vesicle-bound %	bCat nuc transl	bCat nuc transl cell count 5 µM	Insulin prom up	Insulin prom up cell count	human PMI inhibitors
O=C(NNS(=O)(=O)c1ccc(F)cc1F)C1Cc2c(ccc3ccccc23)O1 (stereo not given)	1.1	i	-3	.	.	2.9	1.9	5.7	1%	i	51	.	.	.	.	3%
O=C(O)c1ccccc1C(=O)Nc1nccs1	1	i	1	.	.	3.1	1.6	4.0	-4%	i	46	.	.	.	.	-3%
O=[N+]([O-])c1ccc(C[n+]2cccc3c4ccccc4ccc32)cc1	1.1	i	1	7	739	1.9	1.6	4.5	-16%	i	35	1.0	1051	-1.1	1221	-8%
CCOC(=O)C(CC)Sc1nnc(COc2ccc(C)cc2)n1-c1ccccc1 (stereo not given)	1.1	i	1	-36	725	2.8	1.9	6.6	7%	i	20	-3.4	569	.	.	17%
CCn1c(NCCO)nc2c(c1=O)C(C)(CC)Cc1ccccc1-2 (stereo not given)	.	.	.	6	675	.	.	.	.	i	18	-5.5	1224	-0.02	1485	.
CCn1c2ccccc2c2cc(NC(=O)COc3ccccc3OC)ccc21	1	i	7	14	738	11	63	32	12%	i	54	30	133	-0.26	659	10%
CSc1ccc(S(=O)(=O)N2CCCC2)cc1	1	i	-6	5	806	4.4	2.5	2.7	2%	i	53	2.3	518	.	.	-2%
CNc1ccccc1C(C)(C)c1cc(-c2cccc(OC)c2)no1	1	i	-2	-35	664	1.8	1.8	7.6	4%	i	38	1.1	1007	-2.4	696	17%
Cc1nn(-c2ccccc2)cc1C(=S)Nc1ccccc1	1.1	i	3	4	726	3.1	1.7	5.2	3%	i	45	-4.3	591	0.71	1329	2%
O=[N+]([O-])c1ccc2[nH]c3c(c2c1)CCCC3O (stereo not given)	1	i	14	7	728	4.5	3.5	7.5	13%	i	53	1.5	818	.	.	10%
C=CCN(CC=C)C(=S)NC(=O)/C=C/c1ccccc1	1.1	i	-3	-11	694	3.3	3.2	1.1	8%	i	32	-3.1	551	0.08	1186	9%
CCCCCC(O)(CCCCC)C(=O)NNc1ccccc1	1.1	i	-1	.	.	2.6	1.9	7.1	-1%	i	57	0.3	1368	-0.24	1472	0%
COc1cccc(C(C(=O)NC(C)(C)C)N(C(=O)CCC(=O)Nc2cc(C)on2)C(C)(C)C)c1OC (stereo not given)	1.1	i	7	-8	728	2.5	1.4	3.8	11%	i	23	-2.2	497	.	.	14%
CC(=O)/C(=N/Nc1ccc(Br)cc1)N1CCCc2ccccc21	.	.	.	27	734	.	.	.	.	i	20	0.5	1326	0.21	1059	.
CN(/N=C/c1ccc2c(c1)OCO2)c1nc(N2CCOCC2)nc(N2CCOCC2)n1	1.2	i	29	-41	534	3.7	2.1	0.6	-3%	i	32	-0.1	1064	0.26	1299	0%
Cc1cc(=O)oc2cc(OCC(=O)OCc3nnc(-c4ccccc4)o3)ccc12	1	i	0	0	580	2.9	2.9	5.0	-1%	i	56	-1.1	1026	-0.02	1767	-6%
O=C(CSc1ncn[nH]1)c1ccccc1	1	i	-1	.	.	5.4	2.8	9.9	1%	i	49	-8.4	924	0.57	1337	39%
Cn1nc(C(=O)Nc2c(-c3ccccc3)nc3sccn23)c2ccccc2c1=O	1.1	i	-29	.	.	2.5	1.5	11	15%	i	7	10	1342	0.09	1342	1%
CCOC(=O)C1CCN(C(=S)Nc2cccc(C)c2C)CC1	1.1	i	-5	2	736	3.5	2.8	6.2	14%	i	48	-2.8	548	0.02	1259	53%*
COc1cccc(Nc2nc3ccccc3nc2-n2nc(C)cc2C)c1	1	i	10	.	.	5.8	1.8	7.5	2%	i	43	-0.7	1176	-0.29	1019	6%
Cc1c(Cl)cccc1-n1c(-c2cccnc2)n[nH]c1=S	1	i	21	.	.	1.7	1.3	6.1	1%	i	59	-0.1	1431	0.35	1511	2%
CCOC(=O)C1=C(CSc2nc3c(cc2C#N)CN(C)CC3)OC(N)=C(C#N)C1c1ccccc1 (stereo not given)	1.1	i	0	.	.	5.3	2.2	8.0	0%	i	16	-1.7	979	-0.17	1493	-10%
C=CCn1c(SCC(=O)Nc2cccc(OC)c2)nnc1-c1cccnc1	1	.	.	-1	590	7.0	2.0	6.2	13%	i	32	-3.9	1136	0.98	1626	8%
CC(C)NS(=O)(=O)c1ccc(OCC(=O)NC(C)c2ccccc2)cc1 (stereo not given)	1.1	i	21	.	.	2.4	1.9	7.6	2%	i	10	0.2	1514	-0.16	1543	-5%
Cc1cccc(C(=O)N2c3ccccc3C(=O)OC2c2ccc3c(c2)OCO3)c1 (stereo not given)	1	i	-28	.	.	2.9	1.8	13	12%	i	32	-2.0	1366	0.64	1520	5%
O=C(CN(Cc1ccccc1Cl)C(=O)c1ccc(CN2CCOCC2)o1)NCc1ccccc1	1.1	i	-5	.	.	2.2	1.6	7.4	-3%	.	.	-6.7	936	0.12	1005	-4%
CCNC(=O)NC(=O)C(C)OC(=O)C1CCN(S(=O)(=O)c2ccccc2C(=O)OC)CC1 (stereo not given)	1	i	-1	8	724	4.2	1.8	0.9	3%	i	4	-2.1	1199	0.96	1318	4%
O=C(Nc1cc(Cl)cc(Cl)c1)c1cccc(OC(F)F)c1	1.1	i	-4	17	756	1.8	1.1	6.3	21%	i	14	.	.	.	.	13%
CCc1ccccc1NC(=O)COc1ccc2c(=O)c(Oc3cc(C)ccc3C)coc2c1	1.1	i	12	-9	584	3.1	2.6	1.2	16%	i	12	-2.4	1137	1.2	1421	12%
N#CC1=C(N)NC(SCC(=O)Nc2ccccc2)=C(C#N)C12CCCC2	1.2	i	-3	.	.	4.7	3.2	9.2	20%	i	43	-3.3	991	-0.55	1485	10%
Cc1ccc2nc(NCc3ccccc3)[nH]c2c1	1.2	+	46*	.	.	22*	43*	59*	-10%	i	13	11	352	-1.6	694	-5%
Cc1nc(CC(=O)c2ccc(O)cc2O)cs1	1	i	-3	-3	788	1.1	1.4	8.8	-1%	i	48	0.8	1104	-0.35	862	-2%
COc1ccc2c(C(=O)CN(C)C3CCCCC3)c[nH]c2c1	1.1	i	0	-1	716	4.0	2.5	2.3	-23%	i	14	-3.4	1191	4.5*	1122*	-22%
O=S(=O)(Nc1ccc(-c2nc3cccnc3s2)cc1)c1ccc(Cl)s1	1	i	10	9	682	4.1	2.7	2.6	15%	i	14	-2.1	1187	1.4	2219	11%
NC(=O)C1(N2CCCCC2)CCN(C(=O)CCCn2c(=O)[nH]c3ccsc3c2=O)CC1	0.9	i	1	.	.	4.1	2.2	4.8	-9%	i	36	0.6	1124	-0.32	943	-3%
Cc1ccccc1CN1CCc2c(OCC(=O)N3CCCCC3)cccc2C1=O	1.1	i	-12	-10	649	0.9	1.1	1.8	10%	i	50	-0.7	1062	-1.1	1645	2%
COc1ccc2cnn(CCOc3ccccc3)c(=O)c2c1OC	1.1	i	7	.	.	3.1	1.9	1.6	-2%	i	51	-0.7	1137	0.86	1378	-3%
COCCn1nnnc1C(C(C)C)N1CCN(C(=O)c2ccco2)CC1 (stereo not given)	1.1	i	2	4	752	2.2	2.2	10	6%	i	34	1.3	1072	0.05	1253	4%
O=C1C(NS(=O)(=O)c2cccs2)=C(N2CCOCC2)C(=O)c2ccccc21	.	.	.	-7	731	.	.	.	.	i	37	0.3	1255	0.18	1081	.
CCc1ccc(C2=NN(CCC(=O)NC(C)c3ccc4c(c3)OCCO4)C(=O)CC2)cc1 (stereo not given)	1.1	i	5	8	716	1.8	2.3	3.9	4%	i	19	0.0	1083	0.09	1307	-7%
O=C(NNC(=O)C1CC1)c1ccc(-c2ccccc2)cc1	1.1	i	-40	-9	775	2.0	2.6	8.1	0%	i	65	-8.2	1125	.	.	5%
Cc1ccc(NC(=O)/C=C/c2ccc(Cl)cc2)nc1	1	i	-4	4	706	21*	13*	51*	2%	i	41	7.3	1464	-1.8	1228	-1%
Cn1c(=O)n(CCC(=O)O)c2ccccc21	1.1	i	16	.	.	3.2	3.5	7.4	8%	i	38	-0.5	1402	0.16	1555	4%

One compound at a time, as listed above. Order of screens: TNAP activators | Autophagy HCS | Autophagy HCS cell loss 18 h | Lipid droplet | Lipid droplet cells 6.5 µM | MT stabilize HCS | MT stabilize HCS Hoechst-high % | MT stabilize HCS cytotoxicity % | PMI inhibitors | T cell HTS | T cell HTS vesicle-bound % | bCat nuc transl | bCat nuc transl cell count 5 µM | Insulin prom up | Insulin prom up cell count | human PMI inhibitors
Cn1c(=O)n(CCC(=O)O)c2ccccc21 reads 1.1 | i | 16 | . | . | 3.2 | 3.5 | 7.4 | 8% | i | 38 | -0.5 | 1402 | 0.16 | 1555 | 4%
O=C(NNC(=O)C1CC1)c1ccc(-c2ccccc2)cc1 reads 1.1 | i | -40 | -9 | 775 | 2.0 | 2.6 | 8.1 | 0% | i | 65 | -8.2 | 1125 | . | . | 5%
CSc1ccc(S(=O)(=O)N2CCCC2)cc1 reads 1 | i | -6 | 5 | 806 | 4.4 | 2.5 | 2.7 | 2% | i | 53 | 2.3 | 518 | . | . | -2%
